D1 ag: human D1 receptor agonism; P21728; HEK293 T-REx D1 cells, calcium flux, agonist mode; activation, % at 2 µM; 360,000 tested, 1% active; in the data active means activation above about 30%; further: 0% is about no effect
Target sequence (P21728 whole entry, looked up): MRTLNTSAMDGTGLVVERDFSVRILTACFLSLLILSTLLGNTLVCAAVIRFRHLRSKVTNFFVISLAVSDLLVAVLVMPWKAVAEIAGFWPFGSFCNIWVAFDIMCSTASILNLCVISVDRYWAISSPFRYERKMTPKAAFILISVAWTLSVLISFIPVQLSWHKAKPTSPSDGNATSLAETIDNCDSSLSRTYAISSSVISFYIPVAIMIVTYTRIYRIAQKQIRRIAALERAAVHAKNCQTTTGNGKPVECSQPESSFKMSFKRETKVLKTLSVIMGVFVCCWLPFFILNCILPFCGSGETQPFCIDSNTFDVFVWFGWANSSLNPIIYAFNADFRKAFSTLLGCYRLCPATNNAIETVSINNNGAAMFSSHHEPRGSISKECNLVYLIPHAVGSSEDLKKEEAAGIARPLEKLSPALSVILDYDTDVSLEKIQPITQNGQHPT
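Inducible HEK293 T-REx D1 cells, force-coupled to calcium signalling, were plated at 4000 cells/well with tetracycline and held overnight at 30 C. After no-wash calcium dye loading, compound-evoked calcium rise over 180 s flagged agonists.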
Apoferritin bind: candidate novel general anesthetic via apoferritin binding. P02791. apoferritin/1-aminoanthracene competitive binding, fluorescence. Potency, µM (series often up to 77.5 µM), without a hit: top-dose activity change, negative = displacement, most hits filed as inhibitors. 350,000 tested, 0.074% active. AID 485281; further: potency means the concentration at half of the fitted maximal effect; on the % scale 0 is the no-effect control and ±100 the full control effect; nearly all actives have a fitted effect of over 20% in size
Target sequence (P02791 2-175 limits assumed): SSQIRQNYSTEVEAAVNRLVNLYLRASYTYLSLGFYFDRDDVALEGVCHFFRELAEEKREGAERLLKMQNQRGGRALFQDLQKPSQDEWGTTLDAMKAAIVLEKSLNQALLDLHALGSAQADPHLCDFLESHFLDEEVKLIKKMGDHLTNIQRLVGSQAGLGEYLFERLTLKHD
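Apoferritin-based anesthetic binding model; compound displacement of fluorescent 1-AMA measured as endpoint fluorescence after 10 minutes at room temperature, scaled to free-ligand and complex controls.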
TRHR PAM: allosterically enhances the human TRH receptor; TRHR cells, fluo-8 calcium fluorescence, EC20 TRH enhancement; enhancement, % at 2 µM; 360,000 tested, 0.66% active; AID 493056; in the data active means enhancement above about 30%; further: 0% is about no effect
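Enhancer read-out: after compound pinning and an initial kinetic agonist-mode read, an EC20 of TRH (10 nM final) was injected and fluo-8 calcium signal (Ex 480/Em 530) followed at 1 s/cycle for 100 cycles in TRHR-expressing cells.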
RXFP1 antagonist: blocks the human relaxin receptor RXFP1 | activity change, negative = inhibition, % at 57.5 µM | Q9HBX9 | 350,000 tested, 0.59% active | HEK293-RXFP1, relaxin-stimulated cAMP HTRF, 30 min; active compounds read low;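 active means activity change of -60% or lower, but not beyond a set lower limit; inconclusive means change between -60% and -40%, or beyond the set limit; inactive means change above -40%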; further: on the % scale 0 is the no-effect control and ±100 the full control effect
D1 antagonist: blocks dopamine activation of the human D1 receptor | HEK293 TREx D1 cells, calcium flux, dopamine EC80; active compounds read low | P21728 | AID 504652 | 360,000 tested, 3.2% active | activity change, negative = inhibition, % at 10 µM; in the data active means activity change below about -30%; further: on the % scale 0 is the no-effect control and ±100 the full control effect
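Kinetic fluorescence of a calcium dye serves as the read-out. D1-expressing Hek293 Trex cells, induced overnight at 30 C, are exposed to compound for 180 s before an EC80 dopamine addition, then read 180 s further.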
TRHR ag: agonists of human TRH receptor; 360,000 tested, 0.18% active; activation, % at 2 µM; TRHR cells, calcium flux fluo-8, FDSS agonist mode; P34981; in the data active means activation above about 30%; further: 0% is about no effect
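Steps: seed TRHR cells overnight; add fluo-8 no-wash Ca dye, RT 30 min–1.5 h; record 10 s baseline; pin-transfer compounds; monitor fluorescence 1 cycle/s for the agonist window. Calcium increases flag candidate agonists.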
D2 potentiator: positive allosteric modulators of human D2 dopamine receptor; 340,000 tested, 0.34% active; P14416; AID 485347; potentiation, % at 10 µM; HEK293 T-REx D2, calcium flux, EC20 dopamine potentiation;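 active means potentiation over 3 SD above the plate norm, cut at about 30% in these data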; further: 0% is about no effect
Target sequence (P14416 whole entry, looked up): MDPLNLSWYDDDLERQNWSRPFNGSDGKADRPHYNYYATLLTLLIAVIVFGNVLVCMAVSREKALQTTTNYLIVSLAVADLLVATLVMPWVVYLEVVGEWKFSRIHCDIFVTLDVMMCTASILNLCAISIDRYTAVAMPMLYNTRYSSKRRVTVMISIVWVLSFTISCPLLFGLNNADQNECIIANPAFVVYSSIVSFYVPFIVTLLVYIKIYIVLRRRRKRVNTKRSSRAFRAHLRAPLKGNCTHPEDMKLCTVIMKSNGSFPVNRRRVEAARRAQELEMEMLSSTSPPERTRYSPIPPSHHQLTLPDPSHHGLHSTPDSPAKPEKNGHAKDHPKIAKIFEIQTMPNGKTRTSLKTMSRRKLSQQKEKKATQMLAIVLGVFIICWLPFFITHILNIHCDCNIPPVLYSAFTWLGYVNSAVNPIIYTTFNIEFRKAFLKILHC
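Cells plated with tetracycline inducer and held overnight at 30 C; calcium dye loaded 30–90 min at room temperature; baseline taken, compound added and read 180 s; EC20 dopamine then added and read 180 s.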
D1 potentiator: potentiators of human D1 dopamine receptor; potentiation, % at 10 µM; HEK293 TREx D1 cells, calcium flux, dopamine EC20 potentiation; 360,000 tested, 0.036% active; P21728; in the data active means potentiation above about 30%; further: 0% is about no effect
RXFP1 ag: activates the human relaxin receptor RXFP1. Q9HBX9. HEK293T-RXFP1 cAMP TR-FRET, 30 min; response scale: percent of porcine relaxin response, buffer zero. Potency, µM (titrated, usually from 57.5 µM), inactives show at the top dose activation, actives largely listed as activators. 370,000 tested, 0.3% active; further: potency means the concentration at half of the fitted maximal effect; on the % scale 0 is the no-effect control and ±100 the full control effect; nearly all actives have a fitted effect of over 60% in size; many of its hits are not listed in these tables
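cAMP rise read by TR-FRET after 30 min, 37C compound exposure (up to 58 uM) in RXFP1-transfected HEK293 cells with Ro 20174 present. EC50 from Hill-equation fits, with 29 nM porcine relaxin as 100% and buffer as basal.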
Starred values were filed as active, the others as inactive. Unless noted, the call rests on the fitted dose curve; in most records, active means well fitted curve in the direction sought with a large enough effect; inconclusive means small, poorly fitted or top-dose-only effect, or another doubt; inactive means no such curve, though single readings can be large; an effect the other way counts as inactive or inconclusive. An excerpt, so the mix of outcomes need not match the whole.

Screening O=C(N/N=C/C1CCCCC1)c1cc(Cl)ccc1O returned D1 ag 10, Apoferritin bind -17%, TRHR PAM 15, RXFP1 antagonist -3, D1 antagonist -14, TRHR ag 0.9, D2 potentiator 10, D1 potentiator -3 and RXFP1 ag -0.8%.
`COC(=O)C1(S(=O)(=O)C2(C(=O)OC)CCCC2)CCCC1` gave D1 ag 3, Apoferritin bind -9%, TRHR PAM -3, RXFP1 antagonist 3, D1 antagonist 5, TRHR ag 0.2, D2 potentiator 1, D1 potentiator 1 and RXFP1 ag 0.7%.
For COc1ccc(-n2c(SCC(=O)NCC3CCCO3)nc3c(c2=O)SCC3)cc1OC (stereo not given) the results were D1 ag 1, Apoferritin bind -4%, TRHR PAM 5, RXFP1 antagonist -3, D1 antagonist 3, TRHR ag 0.9, D2 potentiator 8, D1 potentiator -1 and RXFP1 ag -1.5%.
CC1(C)C(=O)Nc2ccccc2N1C(=O)COC(=O)CNS(=O)(=O)c1ccc(F)c(F)c1F was read as D1 ag 1, TRHR PAM 2, RXFP1 antagonist 6, D1 antagonist 12, TRHR ag 0.0, D1 potentiator 1 and RXFP1 ag 0.7%.
`Cc1ccc(C(=O)NC(C)c2ccc(-n3ccnc3)cc2)cc1` (stereo not given) gave D1 ag 2, Apoferritin bind 2%, TRHR PAM 3, RXFP1 antagonist 18, D1 antagonist -3, TRHR ag -0.1, D2 potentiator -15, D1 potentiator -4 and RXFP1 ag 0.0%.
Cc1cc(C)nc(NN2C(=O)/C(=C/c3ccc(O)cc3)SC2=S)n1 was read as D1 ag 43*, Apoferritin bind inconclusive, TRHR PAM 7, RXFP1 antagonist -116*, D1 antagonist 19, TRHR ag 36*, D2 potentiator 8, D1 potentiator -1 and RXFP1 ag 1.3%.
Screening CN(C)S(=O)(=O)N1CCN(S(=O)(=O)N2CCOCC2)CC1 returned D1 ag 2, Apoferritin bind -2%, TRHR PAM 1, RXFP1 antagonist -10, D1 antagonist 1, TRHR ag 0.3, D2 potentiator -1, D1 potentiator 10 and RXFP1 ag 2.7%.
`N#Cc1ccc(Nc2nc(-c3ccc(O)cc3O)cs2)cc1C(F)(F)F` gave D1 ag 1, TRHR PAM 6, D1 antagonist -24, TRHR ag -0.2, D2 potentiator 6, D1 potentiator -6 and RXFP1 ag 1.5%.
Cc1cc2n(n1)CCC(=O)N2Cc1ccc(C(=O)Nc2cc(Cl)ccc2C)cc1 was read as D1 ag -2, Apoferritin bind -10%, TRHR PAM 0, RXFP1 antagonist -1, D1 antagonist -1, TRHR ag -0.5, D2 potentiator -6, D1 potentiator 2 and RXFP1 ag -0.4%.
CN1C(=O)c2ccccc2Sc2ccc(NC(=O)COc3ccccc3)cc21 was read as D1 ag 6, Apoferritin bind -13%, TRHR PAM 2, RXFP1 antagonist -11, D1 antagonist -19, TRHR ag -0.2, D2 potentiator 10, D1 potentiator -3 and RXFP1 ag 1.3%.
`Cn1cccc1C(=O)C(=O)Nc1cccc(Cl)c1Cl` gave D1 ag 1, Apoferritin bind -7%, TRHR PAM -5, D1 antagonist 2, TRHR ag -0.2, D2 potentiator 2, D1 potentiator -6 and RXFP1 ag 0.9%.
`CS(=O)(=O)N(CCc1ccccc1)CC(=O)N1CCN(Cc2ccc3c(c2)OCO3)CC1` gave D1 ag 6, Apoferritin bind -12%, TRHR PAM 2, RXFP1 antagonist -7, D1 antagonist -18, TRHR ag -0.3, D2 potentiator 8, D1 potentiator -10 and RXFP1 ag -0.2%.
Screening COCCn1c(SCC(=O)NCCc2ccccc2)nc2c([nH]c3ccccc32)c1=O returned D1 ag 0, Apoferritin bind -3%, TRHR PAM -3, RXFP1 antagonist -11, D1 antagonist -12, TRHR ag 0.4, D2 potentiator 12, D1 potentiator 10 and RXFP1 ag 4.7%.
For COCCCNc1nc(N)c([N+](=O)[O-])c(NCC2CCCO2)n1 (stereo not given) the results were D1 ag 0, Apoferritin bind 0%, TRHR PAM 8, RXFP1 antagonist -6, D1 antagonist 4, TRHR ag 0.0, D2 potentiator 11, D1 potentiator 3 and RXFP1 ag 9.0%.
`CCOc1ccc(CNc2cccc(SC)c2)cc1` gave D1 ag 0, Apoferritin bind -17%, TRHR PAM 8, RXFP1 antagonist -3, D1 antagonist -13, TRHR ag -0.1, D2 potentiator 10, D1 potentiator 1 and RXFP1 ag -1.4%.
For COc1ccc(CNC(=O)Cn2c(=O)oc3cc(S(=O)(=O)N4CCC(C)CC4)ccc32)cc1 the results were D1 ag 2, Apoferritin bind 0%, TRHR PAM 1, D1 antagonist -2, TRHR ag 0.9, D2 potentiator 26, D1 potentiator 3 and RXFP1 ag -0.2%.
For O=C(NNC(=O)c1ccccc1Br)c1ccc2nc[nH]c2c1 the results were D1 ag 5, Apoferritin bind 0%, TRHR PAM 1, RXFP1 antagonist 1, D1 antagonist -8, TRHR ag 0.5, D2 potentiator -2, D1 potentiator -8 and RXFP1 ag -0.1%.
For CCCc1nc2sc3c(c2c(=O)n1NC(=O)CCC(=O)O)CCCC3 the results were D1 ag 4, Apoferritin bind 2%, TRHR PAM 19, RXFP1 antagonist 13, D1 antagonist -5, TRHR ag 0.5, D2 potentiator 4, D1 potentiator 2 and RXFP1 ag 0.0%.
`COc1cc(C(=S)N2CCCC2)ccc1OCc1ccccc1` gave D1 ag 4, Apoferritin bind -16%, TRHR PAM 6, RXFP1 antagonist 0, D1 antagonist -1, TRHR ag 0.3, D1 potentiator -2 and RXFP1 ag -2.2%.
Screening Cc1ccc(NC(=O)Cn2cc(S(=O)(=O)c3ccccc3)c(=O)c3cc(F)ccc32)cc1 returned D1 ag 1, Apoferritin bind -15%, TRHR PAM 8, D1 antagonist 14, TRHR ag 1.1, D2 potentiator -10, D1 potentiator 0 and RXFP1 ag inconclusive.
For O=C1C2C(C(=O)N1/N=C/c1ccc([N+](=O)[O-])o1)C1C=CC2C12CC2 (stereo not given) the results were D1 ag 2, Apoferritin bind -2%, TRHR PAM -1, RXFP1 antagonist 16, D1 antagonist -10, TRHR ag -0.1, D2 potentiator 1, D1 potentiator -4 and RXFP1 ag -0.1%.
Screening CCN(CC(=O)Nc1ccc(S(=O)(=O)N2CCCC2)cc1)CC(=O)Nc1cccc(OC)c1 returned D1 ag 0, Apoferritin bind 3%, TRHR PAM 5, RXFP1 antagonist -32, D1 antagonist -18, TRHR ag 0.2, D2 potentiator -5, D1 potentiator -6 and RXFP1 ag -0.3%.
`CC(=O)c1c(Nc2cccc(F)c2)oc(C)cc1=O` gave D1 ag 4, Apoferritin bind 7%, TRHR PAM 6, RXFP1 antagonist -1, D1 antagonist 9, TRHR ag 0.3, D2 potentiator 5, D1 potentiator 0 and RXFP1 ag -0.7%.
`O=S(=O)(Cc1ccccc1)Nn1cnnc1` gave D1 ag 3, Apoferritin bind 12%, TRHR PAM 12, RXFP1 antagonist 1, D1 antagonist -14, TRHR ag 1.0, D2 potentiator 7, D1 potentiator -3 and RXFP1 ag -1.2%.

Looked up by structure from the list above, two records:
Screening O=C(N/N=C/C1CCCCC1)c1cc(Cl)ccc1O returned D1 ag 10, Apoferritin bind -17%, TRHR PAM 15, RXFP1 antagonist -3, D1 antagonist -14, TRHR ag 0.9, D2 potentiator 10, D1 potentiator -3 and RXFP1 ag -0.8%.
Screening COCCn1c(SCC(=O)NCCc2ccccc2)nc2c([nH]c3ccccc32)c1=O returned D1 ag 0, Apoferritin bind -3%, TRHR PAM -3, RXFP1 antagonist -11, D1 antagonist -12, TRHR ag 0.4, D2 potentiator 12, D1 potentiator 10 and RXFP1 ag 4.7%.

Further records follow:
Screening O=C(CSc1nc2ccccc2s1)Nc1cc(S(=O)(=O)N2CCOCC2)ccc1Cl returned D1 ag 7, Apoferritin bind -8%, TRHR PAM -5, RXFP1 antagonist 4, D1 antagonist -5, TRHR ag 0.5, D2 potentiator -3, D1 potentiator -3 and RXFP1 ag -0.7%.
`COCCCNC(=O)c1nn(-c2ccc(C)cc2)c(=O)n(C)c1=O` gave D1 ag 2, Apoferritin bind 2%, TRHR PAM -3, RXFP1 antagonist 4, D1 antagonist -5, TRHR ag 0.1, D2 potentiator 7, D1 potentiator -1 and RXFP1 ag 0.5%.
For COc1ccc(C(=O)N/C(=C/c2ccc(Cl)cc2)C(=O)Nc2ccc(C(=O)O)cc2)cc1 the results were D1 ag 3, Apoferritin bind -8%, TRHR PAM 8, RXFP1 antagonist -4, D1 antagonist -4, TRHR ag 0.8, D2 potentiator 4, D1 potentiator -6 and RXFP1 ag 1.0%.
COc1cc(CC(=O)OCC(=O)N2CC(=O)Nc3ccccc32)cc(OC)c1OC was read as D1 ag 1, Apoferritin bind -1%, TRHR PAM -8, RXFP1 antagonist -5, D1 antagonist -33*, TRHR ag 0.3, D2 potentiator 8, D1 potentiator -4 and RXFP1 ag -0.2%.
For CN(CCC1CCOCC1)C(=O)C1CCC(=O)N(CCc2ccc(Cl)cc2)C1 (stereo not given) the results were D1 ag 0, Apoferritin bind 0%, TRHR PAM 4, RXFP1 antagonist -2, D1 antagonist -8, TRHR ag 0.4, D2 potentiator 17, D1 potentiator 0 and RXFP1 ag -0.7%.
COC(=O)c1c(NC(=O)CCC(=O)O)sc2c1CCCCC2 was read as D1 ag 3, Apoferritin bind -17%, TRHR PAM 2, RXFP1 antagonist 20, D1 antagonist 2, TRHR ag -0.6, D2 potentiator -18, D1 potentiator -3 and RXFP1 ag 0.9%.
O=S(=O)(c1ccc(Cl)cc1)N1CCC(N2CCOCC2)CC1 was read as D1 ag 1, Apoferritin bind 1%, TRHR PAM -2, RXFP1 antagonist -6, D1 antagonist -17, TRHR ag 0.6, D2 potentiator -8, D1 potentiator -5 and RXFP1 ag -0.9%.
Screening CC(CNC(=O)CCC(=O)N1CCOc2ccc(Cl)cc21)c1ccccc1 (stereo not given) returned D1 ag 4, Apoferritin bind inconclusive, TRHR PAM -4, RXFP1 antagonist 6, D1 antagonist 7, TRHR ag -0.9, D2 potentiator -15, D1 potentiator -3 and RXFP1 ag -0.1%.
Screening CCSC1=C(C#N)C(c2cccs2)C(C(=O)OC)=C(C)N1 (stereo not given) returned D1 ag 1, Apoferritin bind -11%, TRHR PAM 0, RXFP1 antagonist -4, D1 antagonist -5, TRHR ag -1.2, D2 potentiator -3, D1 potentiator -6 and RXFP1 ag 0.0%.
CC1CCN(S(=O)(=O)c2cc(C(=O)N3CCN(c4ncccn4)CC3)ccc2Br)CC1 was read as D1 ag 6, Apoferritin bind -20%, TRHR PAM 3, RXFP1 antagonist 7, D1 antagonist -8, TRHR ag 0.1, D2 potentiator -3, D1 potentiator -5 and RXFP1 ag -1.2%.
COc1ccc(CC(=O)Nc2ccc(S(=O)(=O)Nc3ncccn3)cc2)cc1OC was read as D1 ag 2, Apoferritin bind 4%, TRHR PAM 6, RXFP1 antagonist 2, D1 antagonist 3, TRHR ag 0.5, D2 potentiator -4, D1 potentiator -3 and RXFP1 ag 1.4%.

Assay outcomes from PubChem.
